Screens (PubChem)
NCI-60 one-dose screen, 48 h, at 10 µM unless noted. Numbers give growth in % (100 = growth as untreated, 0 = no growth, -100 = all killed).
MDA-MB-468: MDA-MB-468 breast cancer; AID 2202374; 78,000 tested, 8.5% active
MCF7: MCF7 breast cancer | 82,000 tested, 6.3% active
MDA-MB-231: MDA-MB-231 breast cancer; AID 1794789; 81,000 tested, 5% active
SR: SR leukemia cells; 73,000 tested, 8.7% active; AID 1794780
HS 578T: HS 578T breast cancer; 78,000 tested, 4.1% active; AID 1794788
K-562: K-562 leukemia | AID 1794777 | 78,000 tested, 7.4% active
T-47D: T-47D breast cancer; 79,000 tested, 5% active; AID 1794792
BT-549: BT-549 breast cancer | 78,000 tested, 4.4% active | AID 1794793
An asterisk follows results filed as active; / = no result given; & = joins results of further samples. Rule for the calls: active = growth percent below 10; inactive = the rest.

SMILES | MDA-MB-468 | MCF7 | MDA-MB-231 | SR | HS 578T | K-562 | T-47D | BT-549
CC(=O)c1ccc(NC(=O)CSc2nnc(-c3cc(-c4ccccc4)nc4ccccc34)n2-c2ccccc2)cc1 | 102 | 82 | 92 | 91 | 114 | 102 | 64 | 119
C(=C(\C1=NCCN1)n1cnc2ccccc21)/c1ccccc1 | 102 | 86 | 100 | 92 | 106 | 88 | 97 | 96
Cc1ccc(-c2nnc3sc(C4=Cc5ccccc5OC=C4)nn23)cc1 | 109 | 89 | 94 | / | 112 | 104 | 92 | 96
COC(CN1C=C(Sc2ccccc2)CC1)OC | 75 | 99 | 96 | 84 | 95 | 84 | 91 | 113
Nc1nc(-c2ccccc2Cl)cc(-c2ccc(Cl)cc2Cl)n1 | 19 | 46 | 65 | 25 | 62 | 27 | 64 | 75
N[C@@H]1[C@@H](O)[C@H](O)[C@@H](CO)O[C@H]1O | 113 | 117 | 95 | 122 | 125 | 109 | 120 | 115
O=c1[nH]c(=O)c2ncn(C3OC(CO)C(O)C3O)c2[nH]1 (configuration not stated) | 104 | 93 | 104 | 95 | 103 | 111 | 84 | 97
CN(C)CCCOc1ccccc1NC1=C(Cl)C(=O)C(Nc2ccccc2OCCCN(C)C)=C(Cl)C1=O | -61* | -53* | -72* | -4.2* | 11 | -25* | -37* | /
COc1cccc(-c2nc(Nc3ccccc3S(N)(=O)=O)c3ccccc3n2)c1 | 110 | 97 | 79 | 82 | 67 | 100 | 106 | 103
O=C(Nc1cc(Cl)ccc1Cl)c1ccc(S(=O)(=O)NCc2ccco2)cc1 | / | 110 | 92 | 55 | 114 | 65 | 101 | 102
NC1CONC1=O (configuration not stated) | 103 | 73 | 86 | 84 | 109 | / | 138 | 96
O=c1[nH]ccc(=S)[nH]1 | 105 | 97 | / | 98 | 109 | 94 | 104 | 112
COc1cc(C(=O)OCCC(C)C)cc(OC)c1O | / | 72 | 88 | 94 | 101 | 99 | 83 | 80
Cn1c(N2N=C(c3ccc(Cl)cc3)CC2c2ccccc2)nc(-c2ccccc2)c(C#N)c1=O (configuration not stated) | 74 | 62 | 59 | 59 | 86 | / | 64 | 88
CCCCCCCCCCCCCCCCCCOc1ccccc1CCCOP(=O)(O)OCC[N+](C)(C)C | 77 | 60 | 78 | 11 | 94 | 69 | 88 | 77
N#Cc1c(N)[nH]c(S)c1C#N | 103 | 92 | 99 | 98 | 104 | 100 | 89 | 99
CCOC(=O)C(NC(=O)NC)C(=O)OCC | 92 | 89 | 102 | / | 123 | 107 | 104 | 112
O=C(CCCC(=O)N/N=C/C=C/c1ccccc1)N/N=C/C=C\c1ccccc1 | 89 | 90 | 77 | / | 89 | 114 | 90 | 96
Nc1c(C(=O)Nc2ccc3c(c2)OCCO3)sc2ncccc12 | 116 | 95 | 84 | / | 116 | 103 | 84 | /
C=CCN1C(=O)c2cccc3c(Nc4ccc(Br)cn4)ccc(c23)C1=O | 100 | 83 | 76 | 79 | 108 | 85 | 82 | 83
COc1cccc2ncc(C)c(=O)n12 | 110 | 96 | 102 | 96 | 106 | 99 | 99 | 102
c1ccc(N=Nc2ccc(C3=NCCO3)cc2)cc1 | 77 | 91 | 107 | 83 | 103 | 83 | 86 | 100
O=C(Nc1ccc(Oc2cccc(F)c2)c(Cl)c1)c1cnccn1 | 0.1* | 17 | 53 | 21 | 28 | 13 | 38 | 60
Cc1nn2c(/C=C3/C(=O)Nc4cc(Cl)ccc43)c(-c3ccccc3)nc2s1 | 11 | 21 | 8.6* | 15 | -0.4* | 23 | -63* | 15
CCCCC[n+]1ccc(SCC(=O)N(C)c2cccc(Cl)c2)c2ccccc21 | 79 | 95 | 93 | 76 | 98 | 79 | 90 | 103
O=C(c1ccc(O)cc1)[C@@H]1CN[C@]2(C(=O)Nc3ccccc32)[C@H]1c1ccc(F)cc1 | 100 | 98 | 97 | 101 | 115 | 98 | 108 | 93
CSc1nc(Cl)c(C#N)c(-c2ccc(Cl)cc2)n1 | 110 | 98 | 106 | 41 | 106 | 58 | 105 | 89
Nc1cc2c(cc1Br)-c1ccccc1C2=O | 81 | 55 | / | 83 | 111 | 105 | 72 | /
C[N+](C)(C)CCOC(=O)CCC(=O)OCC[N+](C)(C)C | 107&117 | 117&92 | 122&114 | 102&104 | 108&101 | 101&94 | 110&94 | 103&96
O=C(O)c1ccc(NCn2nc(-c3cc(-c4ccccc4)nc4ccccc34)n(-c3ccccc3)c2=S)cc1 | 100 | 102 | 104 | 86 | / | 93 | 93 | 96
Cc1ccc(C(C)C)c(O)c1O | 97 | 87 | 111 | 94 | 90 | 93 | 97 | /
C1=C\CCC2OC2CC/1 (configuration not stated) | 100 | 94 | 118 | 98 | / | 99 | 102 | 102
NNC(=O)CNc1ccc2ccccc2c1 | / | 102 | 104 | 55 | 93 | 87 | 108 | 93
O=[N+]([O-])CC1=CCCCC1 | 99 | 103 | 120 | 106 | 109 | 117 | 109 | 104
O=C(CCNc1nc2ccccc2[nH]1)Nc1nc2ccccc2[nH]1 | 95 | 92 | 93 | 105 | 99 | 112 | 102 | 126
CCCCC(CC)CCC(C)OC(=O)c1ccc(Cl)cc1 (configuration not stated) | 107 | 100 | 109 | 100 | 104 | 100 | 103 | 106
O=C1Nc2ccccc2/C1=C\c1c(-c2ccc(F)cc2)nc2ncccn12 | 115 | 101 | 97 | / | 105 | / | 98 | 96
CCN1CCN(C(=O)[C@]23CCC(C)(C)C[C@H]2C2=CC[C@@H]4[C@@]5(C)C/C(=C/c6ccccn6)C(=O)C(C)(C)[C@@H]5CC[C@@]4(C)[C@]2(C)CC3)CC1 | 92 | 79 | 89 | 61 | 81 | 63 | 50 | 88
CSc1nc(NC=O)cc(=O)n1C | 96 | 78 | 103 | 99 | 93 | 91 | 104 | /
COc1cc(Nc2nc3ccccc3cc2C(=O)N2CCN(c3ccc(F)cc3)CC2)cc(OC)c1OC | 99 | 86 | 82 | 94 | 85 | 84 | 64 | 93
O=C(Nc1ccc(Oc2cccc(F)c2)c(Cl)c1)c1ccncc1 | 24 | 56 | 85 | 64 | 93 | 33 | 53 | 59
CC(C)c1cc(NC(=O)Cc2ccc(F)c(Cl)c2)n(Cc2ccccc2)n1 | 96 | 90 | 96 | 83 | 98 | 91 | 95 | 101
COc1ccc(OC)c(-c2cc(-c3ccc(Cl)cc3)c(C#N)c(SC)n2)c1 | 104 | 60 | 35 | 72 | 75 | 77 | 44 | 95
O=C(c1ccc(F)cc1)C1CCN(CCCn2c(=O)[nH]c3ccccc32)CC1 | 106 | 92 | 101 | 91 | 97 | 85 | 95 | 127
CCC(/C(=N\Nc1c(Cl)cc(Cl)cc1Cl)c1ccccc1)n1ccnc1C (configuration not stated) | 48 | 75 | 58 | 78 | 82 | 57 | 58 | 100
COC(=O)CNc1nc(N(C)O)nc(N(C)O)n1 | 31 | 31 | 43 | 34 | 78 | 35 | 65 | 67
Cc1ccc(Cc2cnc(NC(=O)C(=S)N3CCOCC3)s2)cc1 | 97 | 102 | 107 | 110 | 104 | 97 | 113 | 109
O=C1C[C@H](c2cccc3ccccc23)Cc2ccccc2O1 | 99 | 93 | 98 | 96 | 90 | 102 | 95 | 99
O=C(O)c1ccc(-c2nn(-c3ccc(C(F)(F)F)cc3)cc2CNc2ccc(Cl)cc2)cc1 | 100 | 73 | 93 | 78 | 86 | 64 | 72 | 80
Cc1ccc2[nH]c(O)c(N=NC(=O)c3cc4ccccc4[nH]3)c2c1 | 121 | 91 | 103 | 91 | 102 | 99 | 98 | 88
(listing goes on)
SMILES | MDA-MB-468 | MCF7 | MDA-MB-231 | SR | HS 578T | K-562 | T-47D | BT-549
CCCCCCCCOc1ccc(/C=C/C(=O)c2ccc(OC)cc2)cc1 | / | 90 | 101 | 91 | 100 | 93 | 85 | 107
CCCCNc1ncnc2c1cnn2C | 107 | 92 | 104 | 111 | 98 | 123 | 94 | 107
COc1cc2cc(CNc3ccc(Nc4nccc(-c5ccc(Cl)cc5)n4)cc3)c(=O)[nH]c2cc1OC | 90 | 88 | 86 | 63 | 96 | 71 | 75 | 103
COc1ccc(Cn2cc3c(c2-c2ccccc2)CCCc2cnoc2-3)cc1[N+](=O)[O-] | 40 | 34 | 75 | 33 | 64 | 18 | 68 | 81
Cc1ccc(C(=O)c2ccc(C)cc2)cc1 | 91 | 95&100 | 106&103 | 110&84 | 101 | 110&103 | 95&91 | 92
O=CN1N=C(c2ccc(Cl)cc2)CC1c1cn(Cc2ccc(Cl)cc2)c2ccccc12 (configuration not stated) | 60 | 79 | 83 | 61 | 82 | 46 | 49 | 96
O=C(/C=C/c1ccco1)c1ccc([N+](=O)[O-])cc1 | 97 | 85 | 93 | 90 | 104 | 98 | 100 | 102
O=c1c(-c2n[nH]c(=S)o2)cnc2nc[nH]n12 | 110 | 99 | 106 | 92 | 89 | 105 | 115 | 105
N#Cc1ncc(-c2cccnc2F)c(NC2CCCCCC2)n1 | 85 | 88 | 95 | 93 | 95 | / | 78 | 90
O=C(NNC1=Nc2cccc3cccc1c23)c1ccc(Br)cc1 | / | 66 | 110 | 73 | 202 | 66 | 83 | 109
O=[n+]1ccn([O-])c2ccccc21 | 87 | 96 | 95 | 78 | 89 | 109 | 92 | 93
COC(=O)C1CCCN1C(=O)CNC(=O)OC(C)(C)C (configuration not stated) | 117 | 94 | 98 | 104 | 105 | 97 | 97 | 98
CCOC(=O)C1=NN(c2ccccc2)C(=O)/C1=C\n1c(=S)sc2ccccc21 | 113 | 93 | 104 | 86 | 95 | 101 | 83 | 91
CN1CCN(Cc2ccc(NC(=O)c3cccc(C#Cc4c(N)ncc5ccc(F)cc45)c3)cc2C(F)(F)F)CC1 | -62* | -81* | -79* | -25* | -38* | -30* | 15 | 28
O=C(O)CCc1cccc(O)c1 | 99 | 101 | 108 | / | 96 | / | 109 | 103
C#CCOc1ccc(C2=NN(CCCC)C3N=C(Cl)c4ncn(CCCC)c4N23)cc1OCC#C (configuration not stated) | 80 | 82 | 92 | 79 | 81 | 71 | 70 | 91
CCCCC(CCc1ccccn1)C(=O)c1ccccc1 (configuration not stated) | 109 | 105 | 104 | / | 112 | 116 | 100 | 108
O=C1NC(=S)NC(=O)C1Nc1ccc(Cl)cc1 | 97 | 71 | 91 | 104 | 99 | 26 | 70 | 72
CCN(CC)CCCC(C)Nc1c2ccc(Cl)cc2nc2cc(OC)c(OC)cc12 (configuration not stated) | -44* | 0.1* | -34* | -14* | 44 | -16* | 62 | 55
COc1ccc(C(=O)CCl)c(O)c1OC | 85 | 97 | / | 86 | / | 100 | 93 | 93
COc1ccc(-c2ccnc3c2c(-c2ccc(Cl)cc2)nn3-c2ccccc2)cc1 | 90 | 91 | 113 | 81 | 104 | 104 | 95 | 98
C1=CCc2c(cccc2OCCCCCCN2CCCCCC2)C1 | 36 | 62 | 52 | 72 | 63 | 32 | 44 | 72
NC(N)=N/N=C/c1ccc(O)c(S(=O)(=O)O)c1 | 101 | 95 | 112 | 94 | / | 106 | 107 | 93
Nc1cnc2ccccc2c1 | 118 | 105 | 96 | 91 | 106 | 105 | 107 | /
Nc1nc2c3cccnc3cc(-c3cccc(Cl)c3)c2c2ncccc12 | 55 | 30 | 45 | 15 | 71 | 18 | 53 | 35
CCc1c(O)c2cccc3c2n(c1=O)CC3 | 99 | 100 | 100 | 96 | 95 | 87 | 100 | 124
Cc1cccc(NC(=O)CCc2ccc(N3C(N)=NC(N)=NC3(C)C)cc2)c1 | 40 | 29 | 63 | / | 91 | 23 | 73 | 46
Clc1ccc(-c2nn(-c3ccccc3)cc2-c2nc3ccccc3o2)cc1 | 100 | 93 | 100 | 100 | 106 | 100 | 108 | 98
CCCn1cnc2c(NCc3ccc(C)s3)nc(N[C@H](CC)CO)nc21 | 96 | 96 | 92 | 104 | 91 | 100 | 93 | 105
O=c1[nH]c(=O)c2cc(Sc3ccc(Cl)cc3)ccc2[nH]1 | 100 | 92 | 103 | 88 | 102 | 87 | 88 | 100
CNc1ccc(Nc2ccc(S(=O)(=O)O)cc2)c2c1C(=O)c1ccccc1C2=O | 99 | 97 | 111 | 100 | / | 101 | 110 | 100

Filtered by structure, those above with an aryl methoxy group
SMILES | MDA-MB-468 | MCF7 | MDA-MB-231 | SR | HS 578T | K-562 | T-47D | BT-549
COc1cccc(-c2nc(Nc3ccccc3S(N)(=O)=O)c3ccccc3n2)c1 | 110 | 97 | 79 | 82 | 67 | 100 | 106 | 103
COc1cc(C(=O)OCCC(C)C)cc(OC)c1O | / | 72 | 88 | 94 | 101 | 99 | 83 | 80
COc1cccc2ncc(C)c(=O)n12 | 110 | 96 | 102 | 96 | 106 | 99 | 99 | 102
COc1cc(Nc2nc3ccccc3cc2C(=O)N2CCN(c3ccc(F)cc3)CC2)cc(OC)c1OC | 99 | 86 | 82 | 94 | 85 | 84 | 64 | 93
COc1ccc(OC)c(-c2cc(-c3ccc(Cl)cc3)c(C#N)c(SC)n2)c1 | 104 | 60 | 35 | 72 | 75 | 77 | 44 | 95
CCCCCCCCOc1ccc(/C=C/C(=O)c2ccc(OC)cc2)cc1 | / | 90 | 101 | 91 | 100 | 93 | 85 | 107
COc1cc2cc(CNc3ccc(Nc4nccc(-c5ccc(Cl)cc5)n4)cc3)c(=O)[nH]c2cc1OC | 90 | 88 | 86 | 63 | 96 | 71 | 75 | 103
COc1ccc(Cn2cc3c(c2-c2ccccc2)CCCc2cnoc2-3)cc1[N+](=O)[O-] | 40 | 34 | 75 | 33 | 64 | 18 | 68 | 81
CCN(CC)CCCC(C)Nc1c2ccc(Cl)cc2nc2cc(OC)c(OC)cc12 (configuration not stated) | -44* | 0.1* | -34* | -14* | 44 | -16* | 62 | 55
COc1ccc(C(=O)CCl)c(O)c1OC | 85 | 97 | / | 86 | / | 100 | 93 | 93
COc1ccc(-c2ccnc3c2c(-c2ccc(Cl)cc2)nn3-c2ccccc2)cc1 | 90 | 91 | 113 | 81 | 104 | 104 | 95 | 98
